# High-throughput results from PubChem.
# KLK7 zymogen act: activates the human kallikrein-7 zymogen; activation, % at 7 µM; 0.9% of 370,000 active; purified proKLK7, EDANS-DABCYL substrate fluorescence; 100% is mature enzyme control, 0% vehicle;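 active = activation above the mean of all tested compounds plus 3 SD, computed per campaign excluding outliers beyond control limits, cut at about 13% in these data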
# Target sequence (P49862 whole entry, looked up): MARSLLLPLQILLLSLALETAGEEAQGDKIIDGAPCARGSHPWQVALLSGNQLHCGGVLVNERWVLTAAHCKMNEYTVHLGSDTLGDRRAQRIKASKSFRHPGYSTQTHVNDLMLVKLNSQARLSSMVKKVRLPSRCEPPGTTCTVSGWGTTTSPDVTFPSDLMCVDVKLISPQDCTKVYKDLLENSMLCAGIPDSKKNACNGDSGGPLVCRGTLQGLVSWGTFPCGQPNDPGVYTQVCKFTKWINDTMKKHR
# ADAM10 inh: ADAM10 inhibition, QFRET primary screen. O14672. 0.62% of 370,000 active. inhibition, % at 7 µM. AID 720582. recombinant ADAM10, EDANS/DABCYL FRET peptide cleavage, 3 h;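 active = inhibition above a per-campaign cutoff equal to the mean of compounds falling between control-based bounds plus 3 SD, cut at about 20% in these data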;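 note: 0% = DMSO wells while the 100% control is not disclosed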
# Target sequence (O14672 214-748 limits assumed): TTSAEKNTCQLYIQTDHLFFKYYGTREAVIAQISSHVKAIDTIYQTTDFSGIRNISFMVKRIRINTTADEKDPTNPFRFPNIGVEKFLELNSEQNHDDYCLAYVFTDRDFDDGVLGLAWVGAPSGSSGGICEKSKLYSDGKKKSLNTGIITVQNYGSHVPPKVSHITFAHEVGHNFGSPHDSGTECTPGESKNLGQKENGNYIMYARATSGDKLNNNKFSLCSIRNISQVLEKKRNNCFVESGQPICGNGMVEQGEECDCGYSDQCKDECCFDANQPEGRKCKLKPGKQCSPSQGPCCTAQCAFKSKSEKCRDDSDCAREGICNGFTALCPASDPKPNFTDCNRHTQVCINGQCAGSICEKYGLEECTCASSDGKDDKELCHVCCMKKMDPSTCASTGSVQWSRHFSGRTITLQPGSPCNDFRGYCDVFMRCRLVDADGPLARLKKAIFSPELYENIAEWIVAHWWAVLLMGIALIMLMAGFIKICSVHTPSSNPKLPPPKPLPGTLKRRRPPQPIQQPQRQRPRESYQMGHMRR
# Tn6 DDE FP: inhibitors of Tn6 peptide binding to human fibrin DD(E); Fibrin DD(E) TRITC-Tn6 fluorescence polarization displacement; inhibition, % at 8.3 µM; 0.21% of 370,000 active; AID 720509;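 active = inhibition above a per-campaign cutoff: mean of compounds within control limits plus 3 SD, cut at about 15% in these data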;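 note: 0% = median of all compound wells on the plate and 100% = blocking peptide control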
# DDE Tn7 FP inh: inhibitors of Tn7 peptide binding to human fibrin DD(E); AID 720508; 0.13% of 370,000 active; inhibition, % at 8.3 µM; FP displacement of FITC-Tn7 peptide from fibrin DD(E); 0% = median of compound wells per plate; P02675;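 active = inhibition above the mean of compounds falling within the control limits plus 3 SD of them, cut at about 14% in these data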;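 note: 0% = plate median of compound wells and 100% = 10 µM Aha-Tn7 peptide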
#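 Assay system: human fibrin DD(E) protein / Input: 2 µM fibrin DD(E) / Benchmarks: high control of 10 µM Aha-Tn7 peptide / Measured by: fluorescence polarization of the labelled Tn7 tracer / Medium: Tris buffer with calcium and detergent, pH 7.8 / Timing: 10 min compound pre-incubation, 3 h probe incubation at room temperature / Repeats: one replicate per compound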
# ARFGAP1 inhibitor: inhibitors of rat ARFGAP1; inhibition, % at 16.5 µM; Arfgap1-stimulated ARF1 GTP hydrolysis, GDP FP detection; Q62848; 0.26% of 360,000 active;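 active = inhibition above a per-plate limit, mean inhibition of low control wells plus 3 SD, cut at about 25% in these data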;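 note: 0% = DMSO wells with enzyme and 100% = wells lacking Arfgap1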
# Target sequence (Q62848 1-136 limits assumed): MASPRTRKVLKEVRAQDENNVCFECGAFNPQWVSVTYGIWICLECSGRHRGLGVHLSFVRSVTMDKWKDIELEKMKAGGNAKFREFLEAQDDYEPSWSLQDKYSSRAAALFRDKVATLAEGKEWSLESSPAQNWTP
#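 System: truncated rat Arfgap1 GAP domain / Medium: HEPES-based buffer, pH 7.5 / Also added: N-terminally truncated human ARF1-GTP substrate / Incubation: enzyme reaction 120 min at 25 °C after 20 min preincubation / Measured by: FP of antibody-bound GDP Alexa 633 tracer, ex 620/em 688 nm / Replicates: singlicate, each compound tested once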
# LEDGF integ inh: blocks HIV-1 LEDGF/p75-dependent DNA integration; AID 743269; TR-FRET IN-LEDGF/p75 DNA integration, Eu/Cy5; inhibition, % at 3.7 µM; 0.64% of 370,000 active;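 active = inhibition above the screen-wide mean plus 3 SD, cut at about 13% in these data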;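 note: signal is the Cy5 over europium emission ratio at 671 and 618 nm; 0% = plate median of compound wells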
# TDP2 inh: blocks human TDP2 phosphodiesterase activity. O95551. recombinant TDP2, T5PNP hydrolysis, p-nitrophenol absorbance 415 nm. inhibition, % at 12.8 µM. 0.34% of 370,000 active. AID 720702;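 active = inhibition above the mean of all tested compounds plus 3 SD, set per campaign, cut at about 25% in these data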;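 note: 0% = DMSO with enzyme and 100% = buffer with substrate but no TDP2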
#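 Material: recombinant human TDP2; quantity: TDP2 enzyme at 120 nM final; medium: Tris-HCl pH 7.5 with MgCl2; compound: single concentration, 12.8 µM nominal, with 1% DMSO; incubation: 2 h enzyme incubation at 37 °C; signal: epi absorbance; measure: percent inhibition; benchmarks: high control without enzyme, low control DMSO plus TDP2; repeats: singlicate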
# ADAM17 inh: ADAM17 inhibition, QFRET primary screen; inhibition, % at 6.95 µM; recombinant ADAM17, EDANS/DABCYL FRET peptide cleavage; 0.83% of 370,000 active; P78536; AID 720648;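 active = inhibition above the mean of compounds lying between control limits plus 3 SD, set per campaign, cut at about 8.5% in these data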;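 note: 0% = DMSO-only wells as the low control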
# ASAP1 inh: blocks human ASAP1-stimulated Arf1 GTP hydrolysis; Q9ULH1; GDP FP detection; inhibition, % at 16.5 µM; 0.19% of 360,000 active; AID 624377; in the data active = inhibition above about 25%;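 note: 0% = vehicle with enzyme and substrate and 100% = no enzyme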
# PLC-gamma1 inh: inhibitors of human phospholipase C gamma1; P19174; inhibition, % at 12.2 µM; purified PLC-gamma1, fluorogenic substrate, fluorescence; 0.84% of 370,000 active; in the data active = inhibition above about 9.5%
# Active calls of the source: *; i = inactive.
SMILES,KLK7 zymogen act,ADAM10 inh,Tn6 DDE FP,DDE Tn7 FP inh,ARFGAP1 inhibitor,LEDGF integ inh,TDP2 inh,ADAM17 inh,ASAP1 inh,PLC-gamma1 inh
CCOc1ccc(C(=O)NCC(=O)OCCN2C(=O)c3ccccc3C2=O)cc1OCC,-0.6,-1,0,-1,-8,7,1,3,-4,1
Cc1ccc(-n2nc3c(=O)n(CCCC(=O)NCc4cccc(F)c4)nc(C)c3c2C)cc1,0.3,4,2,-5,10,2,-6,-3,-15,2
Cc1ccc(NC(=O)CS(=O)CC(=O)N(c2ccc(C)cc2)C(C)C(=O)NC2CCCCC2)cc1 (configuration not stated),-0.1,-1,13,15*,-4,-4,0,-2,-3,0
CCCCN(Cc1ccco1)C(=O)C1CCCN(c2ncnc3c2nc2n3CCCCC2)C1 (configuration not stated),0.8,5,6,-6,-4,-1,0,3,-5,3
OCCC1CN(Cc2cccc3nccnc23)CCN1Cc1ccc(F)c(F)c1 (configuration not stated),0.0,-3,-9,-3,1,1,9,-2,9,2
Cc1ccn(CCNC(=O)C2CCC(=O)N(CCc3ccc(Cl)cc3)C2)n1 (configuration not stated),-0.1,-9,-2,0,0,0,19,0,-8,-1
CCOC(=O)c1c(NC(=O)CSc2nc3ccc(C)cc3[nH]2)sc2c1CC(C)(C)NC2(C)C,0.2,-5,6,6,5,0,4,0,-5,-11
N#Cc1cccc(NC(=O)N2CCC(c3nc4c(nnn4Cc4cccc(Cl)c4)c(=O)[nH]3)CC2)c1,0.2,5,-3,-3,-1,-2,-8,2,6,4
CN(C)c1ccc(C(=O)NNC(=O)c2ccc(Cl)cc2)cc1,-0.3,-2,1,-3,7,-2,2,-1,16,0
O=C(Cc1cccs1)Nc1nnc(CCc2ccccc2)s1,0.5,6,8,0,-27,0,9,0,-6,-1
CCN(CC1CCCO1)C(=O)C1CCN(C2CCN(Cc3ccccc3C)CC2)CC1 (configuration not stated),0.2,-19,-8,2,14,4,-4,-4,18,2
COC(=O)COc1ccc(/C=C2\SC(=O)N(CC(=O)Nc3ccccc3F)C2=O)cc1,0.0,-2,1,2,5,-1,-16,1,12,1
Cc1nnc(NC(=O)CSc2nc3c(c(=O)n(C)c(=O)n3C)n2C(C)C)s1,1.2,3,2,4,-16,2,8,-1,-17,0
COc1ccc(OC)c(C2N(c3ccccn3)C(=O)C3CCCN32)c1 (configuration not stated),-3.4,-15,-3,2,5,-2,-7,-6,8,-17
O=C(c1ccc(Cl)c(S(=O)(=O)N2CCCCC2)c1)N1CCN(c2ccccc2)CC1,0.3,-5,4,3,7,-7,-8,-1,0,-5
CCOc1ccccc1-n1c(CNc2ccc(F)cc2)nnc1SCC(=O)NCc1ccco1,0.2,1,-1,-1,3,-1,2,-1,7,1
Cc1cccc(NC(=O)c2ccc(F)c(S(=O)(=O)NCc3ccco3)c2)c1,0.3,9,-3,-4,-3,-2,-10,-1,9,3
CCOC(=O)c1sc(NC(=O)C(CC)OC(=O)C(CC(C)C)NC(=O)c2ccccc2)nc1C (configuration not stated),-0.1,0,8,-1,10,1,-5,2,15,4
CCCCc1c(-c2cccc(Br)c2)ncn1CCc1ccccc1OC,-0.1,3,7,0,9,5,-1,1,0,0
CCOc1ccc(-c2[nH]ncc2-c2ccc(OC)c(OC)c2)c(O)c1,-0.8,2,-7,-8,-1,2,-20,5,3,0
O=C(CNCc1ccco1)Nc1cc(S(=O)(=O)N2CCOCC2)ccc1N1CCOCC1,-0.5,-3,-1,-7,-9,5,-2,1,8,5
COc1cc(Cn2c3ccc(NC(=S)NCc4ccc(C)cc4)cc3c(=O)n2C)ccc1F,2.4,i,2,-1,4,-5,-3,-333,6,-446
Cc1ccc(C)c(OCC(=O)NCC(C)(C)N2CCOCC2)c1,0.4,-12,-5,-4,11,-4,3,-6,4,5
O=C(NC1CCCc2ccccc21)C1CCN(S(=O)(=O)N2CCCCCC2)CC1 (configuration not stated),0.2,7,-6,-5,0,-3,-6,-4,-10,2
CCCc1c(C(=O)N/N=C(\C)c2ccc(CC(C)C)cc2)nnn1-c1nonc1N,0.4,9,-4,-10,-5,-3,-14,4,-2,2
CCOC(=O)c1cc2c(=O)n3cccc(C)c3nc2n(Cc2ccco2)c1=NC(=O)c1cccnc1,2.9,i,3,-1,-6,3,0,i,-11,i
Cn1c(=O)c2cc(NC(=O)NCc3ccccc3)ccc2n1C/C=C/c1ccccc1,-0.4,i,1,-4,-3,1,-14,-207,16,-207
CC(C)NC(=O)Nc1cccc2c1O[C@H](CN(C)C(=O)NC1CCCCC1)[C@H](C)CN([C@H](C)CO)C2=O,1.1,3,1,9,10,-1,9,-6,8,1
N/C(=N\c1nc2ccccc2o1)NC(=O)c1ccc(F)cc1,-0.5,-10,5,1,4,1,-2,-3,-1,-1
CCOC(=O)NC(CC(=O)O)c1ccc(OC)cc1 (configuration not stated),0.4,4,-4,4,7,-4,-2,0,0,4
CC(C)OP(=O)(OC(C)C)C(Nc1ccccn1)c1ccc(F)cc1 (configuration not stated),-0.1,2,-4,-5,7,0,3,3,-6,-3
N#Cc1nc(-c2ccc(OCc3ccccc3)cc2)oc1NCCCn1ccnc1,-0.7,-48,13,-8,4,4,-3,-14,-6,-22
Cc1cccc(OCC(=O)N2CCN(C(=O)c3cccs3)CC2)c1,-0.8,-2,2,2,-8,-3,0,1,-10,4
COc1ccc(C2C(C(=O)NCc3ccccn3)c3ccccc3C(=O)N2C)cc1OC (configuration not stated),0.0,11,-2,4,-8,2,0,-5,-6,-3
C[C@@H](NC(=O)c1[nH]cnc1C(=O)Nc1ccc(Cl)cc1)c1ccccc1,-1.3,-8,-5,6,13,4,-19,-3,16,4
CCCC(=O)Nc1cc(C)c(NC(=O)c2ccco2)cn1,-0.1,3,6,-1,-1,-2,-13,-2,-4,1

# Three successive entries from above, quoted:
SMILES,KLK7 zymogen act,ADAM10 inh,Tn6 DDE FP,DDE Tn7 FP inh,ARFGAP1 inhibitor,LEDGF integ inh,TDP2 inh,ADAM17 inh,ASAP1 inh,PLC-gamma1 inh
Cn1c(=O)c2cc(NC(=O)NCc3ccccc3)ccc2n1C/C=C/c1ccccc1,-0.4,i,1,-4,-3,1,-14,-207,16,-207
CC(C)NC(=O)Nc1cccc2c1O[C@H](CN(C)C(=O)NC1CCCCC1)[C@H](C)CN([C@H](C)CO)C2=O,1.1,3,1,9,10,-1,9,-6,8,1
N/C(=N\c1nc2ccccc2o1)NC(=O)c1ccc(F)cc1,-0.5,-10,5,1,4,1,-2,-3,-1,-1

# The list goes on:
SMILES,KLK7 zymogen act,ADAM10 inh,Tn6 DDE FP,DDE Tn7 FP inh,ARFGAP1 inhibitor,LEDGF integ inh,TDP2 inh,ADAM17 inh,ASAP1 inh,PLC-gamma1 inh
COc1cccc(NC(=O)COc2ccc(Br)c(C)c2)c1,0.6,11,-9,1,-4,0,-15,1,21,0
N#Cc1ccccc1NC(=O)CSc1nnc(-c2ccncc2)o1,0.0,8,7,8,3,0,-2,-7,-14,1
Cc1ccc(Oc2ncccc2N)c2c1CCC2,0.5,-4,6,11,-7,2,6,-5,-6,-1
COc1ccc(OC)c(C(=O)c2ccc(C(=O)N3CCN(Cc4csc(C)n4)CC3)cc2)c1,-0.2,4,2,-3,1,-4,-1,-3,-2,2
Clc1cccc(-c2nnc(-c3ccccc3)o2)c1,-0.1,-4,-4,1,-3,1,-10,-5,-1,5
C/C(CC(=O)Nc1ccc(Cl)cc1Cl)=N\NC(=O)c1ccncc1,0.9,0,1,1,7,-3,10,-1,5,0
Cc1ccc(-c2cc(C(=O)Nc3nn[nH]n3)c3ccccc3n2)cc1,-0.8,-20,-2,-4,-1,-2,16,-9,-8,-3
O=C(NCc1ccccc1)C1=C[C@@H](c2coc3ccccc3c2=O)C[C@@H](OCc2ccc(CO)cc2)O1,0.9,3,-6,4,-5,-1,-3,-4,6,-1
COc1ccc(OCc2nn3c(Cn4cnc5ccccc54)nnc3s2)cc1,0.8,-6,4,-7,3,-1,4,-2,2,-2
Cc1n[nH]c(=O)c2c(NC(=O)COC(=O)/C=C/c3cccc(C(F)(F)F)c3)oc(C)c12,0.7,-3,-3,2,-5,4,5,-6,1,1
CCOC(=O)N1CCN(C(=O)CCSc2ccc(Cl)cc2)CC1,0.3,-2,-1,3,-11,2,9,2,-7,1
CCN(CC)S(=O)(=O)c1cc(Cl)ccc1OC,0.1,0,5,-1,-1,3,6,-2,-4,3
CCCCOc1ccc(C(=O)OCC(=O)NC2CCCC2)cc1,0.7,0,-1,4,-5,-1,-4,3,4,2
Cc1ccc(NC(=S)N/N=C2\CCCCC2C)cc1 (configuration not stated),0.4,0,4,3,10,-3,-2,-4,1,-7
Cc1ccc(S(=O)(=O)NCc2ccccc2)cc1C(=O)N1CCCC(C(F)(F)F)C1 (configuration not stated),0.1,-10,-3,2,-16,-2,13,1,-11,2
C/C(=N\NC(=S)NC(C)C)c1ccc(Cl)s1,-0.2,-1,-1,1,8,-2,-5,3,-3,3
CC(C)(C)NC(=O)CN(C(=O)CCN1CCCc2ccccc21)C(C)(C)C,-0.9,-17,-1,2,0,3,-16,-11,-2,-17
COc1cc(Cl)c(C)cc1NC(=O)CSc1nnc(CN2CCCC2)o1,-0.5,-14,-5,-4,2,-2,3,-6,0,3
Brc1cccc(OCCCN2CCCCCC2)c1,0.6,-4,1,-3,-18,2,7,2,4,2
Cc1cc(C)c2cc3c(N)c(C(=O)Nc4c(C)[nH]c(=O)[nH]c4=O)sc3nc2c1,7.4,-147,-2,5,14,2,6,-46,13,-157
CCN1C(=O)C(CC(=O)Nc2ccc(OC)cc2)N(Cc2cccnc2)C1=S (configuration not stated),-0.9,-5,5,-3,11,0,6,-5,19,1
O=C(C[C@H]1CC[C@@H]2[C@H](COC[C@@H](O)CN2Cc2cccc(F)c2)O1)NCC1CCCCC1,0.0,-6,3,1,17,-3,2,-2,8,-1
C=CCCC1(C)C(=O)N(c2ccccc2)c2ccccc21 (configuration not stated),-0.1,3,1,0,0,1,5,2,-5,3
CC1=CC(c2ccc(Cl)cc2)n2nc(NS(=O)(=O)c3ccc(C)cc3)nc2N1 (configuration not stated),-4.7,i,14,14*,-1,-4,1,-213,-9,i
CCOc1ccccc1N(CC(=O)NCCc1ccc(OC)cc1)S(=O)(=O)c1ccc(C)cc1,0.2,-7,-7,-1,-1,4,3,-2,1,1

# Not a hit list; 4.2% or so of the library scored in one or more.
